# High-throughput results: PubChem BioAssay, several laboratories
# PhoP inhibition: inhibitors of PhoP regulon expression, primary screen, Salmonella Typhimurium, GFP reporter (AID 1863) | S. Typhimurium PhoP-regulated promoter GFP reporter, 4 h; higher % means a stronger effect | inhibition, % at 50 µM, or IC50 in µM where a hit was titrated | hit rate 0.16% among 300,000;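 active = inhibition over 29.93%, a cutoff 3 SD above the screen mean, later confirmed by dose response; inconclusive = inhibition over 29.93% but no dose response follow-up; inactive = inhibition at most 29.93% or unconfirmed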;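 also: 0% = low Mg2+ inducing control and 100% = high Mg2+ repressing control; strong numbers were not always called active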
# NTR1 ag: agonists of NTR1, primary screen, imaging, U2OS cells, beta-arrestin-GFP, high content (AID 493036); NTR1-U2OS beta-arrestin-GFP spot imaging, agonist mode; hit rate 0.17% among 330,000; activation, % at 20 µM;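 active = activation at or above 40% of the spot to cytoplasm intensity ratio, with at least 20 cells analyzed; inconclusive = wells under 20 cells, flagged as cytotoxic or low count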;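 also: 0% = DMSO without peptide and 100% = 100 nM NTR1 peptide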
# Target sequence (P30989 whole entry, looked up): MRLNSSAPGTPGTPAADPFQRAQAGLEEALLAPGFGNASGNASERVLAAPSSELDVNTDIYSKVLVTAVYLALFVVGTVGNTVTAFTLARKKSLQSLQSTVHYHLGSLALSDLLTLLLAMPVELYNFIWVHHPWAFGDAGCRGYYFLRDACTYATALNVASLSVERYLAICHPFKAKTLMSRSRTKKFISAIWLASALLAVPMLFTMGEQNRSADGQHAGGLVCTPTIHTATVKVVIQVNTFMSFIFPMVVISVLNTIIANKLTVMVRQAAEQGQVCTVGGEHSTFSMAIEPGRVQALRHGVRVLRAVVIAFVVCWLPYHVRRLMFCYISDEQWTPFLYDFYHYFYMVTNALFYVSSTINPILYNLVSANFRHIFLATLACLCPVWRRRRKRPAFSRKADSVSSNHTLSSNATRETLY
# HIV peptide binding: inhibitors of HIV fusion peptide binding, primary screen, biochemical, uHTS, fluorescence dequenching (AID 1986) | cell-free peptide binding, fluorescence dequenching, 30 min; higher % means a stronger effect | inhibition, % at 20 µM; hits with a dose series show IC50 in µM | hit rate 0.3% among 290,000; in the data active = inhibition mostly above about 52%, no sharp cut-off; inactive = mostly below about 76%; also: some results filed as inactive read as strong as hits
# SIAH1 antagonists: Siah-1 peptide-binding antagonists, primary screen, biochemical, fluorescence polarization, rhodamine-plectin, uHTS (AID 1817). Siah-1 / rhodamine-plectin peptide fluorescence polarization; higher % means a stronger effect. displacement, % at 20 µM; hits with a dose series show IC50 in µM. hit rate 0.02% among 290,000;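 active = displacement of at least 50% at 20 µM, with a fluorescence ratio check between 0.3 and a set limit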;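 also: plate controls were Siah plus tracer with DMSO for no effect and tracer alone without Siah for full effect; strong numbers were not always called active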
# GPR35 arrestin U2OS: GPR35 antagonists blocking zaprinast-driven arrestin recruitment, primary screen, imaging, U2OS, beta-arrestin-GFP, zaprinast agonist (AID 2058). U2OS GPR35 beta-arrestin-GFP translocation imaging, zaprinast antagonism; higher % means a stronger effect. inhibition, % at 10 µM; hits with a dose series show IC50 in µM. hit rate 0.052% among 290,000;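 active = inhibition of at least 50% with at least 30 cells and total cytoplasm GFP at most 10,000,000; inconclusive = under 30 cells or total GFP of 10,000,000 plus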
# LYP inhibition: inhibitors of LYP phosphatase, biochemical, fluorescence intensity, uHTS (AID 1779). Tyrosine-protein phosphatase non-receptor type 22 (Homo sapiens). recombinant LYP phosphatase, fluorescence intensity; higher % means a stronger effect. one-dose inhibition, % at 11.5 µM; IC50 in µM for titrated hits. hit rate 0.054% among 290,000; in the data active = inhibition above about 50%;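 also: plate controls were vehicle with enzyme for no effect and no enzyme for full effect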
# GPR55 LPI antagonism: GPR55 antagonists blocking LPI-driven arrestin recruitment, primary screen, imaging, U2OS, beta-arrestin-GFP, LPI agonist (AID 2013) | G-protein coupled receptor 55 (Homo sapiens) | inhibition, % at 10 µM; hits with a dose series show IC50 in µM | hit rate 0.13% among 290,000 | U2OS GPR55 beta-arrestin-GFP translocation imaging, LPI antagonism; higher % means a stronger effect;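 active = spots per cell inhibited over 60%, with over 100 cells counted and total cytoplasm intensity under 500,000; inconclusive = wells with under 100 cells, flagged as likely toxic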;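 also: U2OS cells stably carrying GPR55 and arrestin-GFP stimulated by 5 µM LPI near EC80; imaged beta-arrestin-GFP aggregate spots per cell after agonist stimulation; plate controls were LPI-stimulated DMSO wells for no effect and DMSO wells without LPI for full effect; some results filed as inactive read as strong as hits; confirmed hits need IC50 under 10 µM and bright autofluorescent wells are also inconclusive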
# Rac1 GTP hydrolysis: MgcRacGAP GTPase-activating activity inhibitors, confirmation, biochemical, ADP Hunter fluorescence | AID 624330, 2012 | hit rate 0.6% among 340,000 | one-dose inhibition, % at 30 µM; IC50 in µM for titrated hits | Rac GTPase-activating protein 1 (Homo sapiens) | MgcRacGAP-stimulated Rac1 GTP hydrolysis, ADP Hunter fluorescence; higher % means a stronger effect; GST-tagged Rac1 F28L mutant substrate;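 active = first-screen hits whose inhibition reached a set limit at any dose in the follow-up dose series; inconclusive = inhibition above the set first-screen limit but never retested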;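 also: fluorescence reports GDP produced by GAP-driven GTP hydrolysis; strong numbers were not always called active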
# Myeloid diff MLP: induction of myeloid progenitor differentiation, primary screen, cell-based, flow cytometry, MLPCN library; calls only at 10 µM; ER-HoxA9 myeloid progenitors, lysozyme-GFP differentiation; hit rate 1% among 360,000; AID 624256, 2012;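 active = normalized GFP-positive differentiation at or above the plate's own cutoff, the solvent-only control mean plus 3 SD; inconclusive = no clear call, values can overlap the other calls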;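 also: cells exposed to compound for four days before flow analysis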
# NTR1 ag cell count 20 µM: also measured in NTR1 ag; calls as there; cell count; measured here: cell count, cytotoxicity flag
# Myeloid diff MLP GFP+ MAC1+ %: further read-out of Myeloid diff MLP, marked with its call; GFP+ MAC1+ double positive, %; measured here: differentiation confirmed by MAC1 staining
# * hit, by the source's call; i = inactive; ? = inconclusive; / = no result given.
SMILES	PhoP inhibition	NTR1 ag	NTR1 ag cell count 20 µM	HIV peptide binding	SIAH1 antagonists	GPR35 arrestin U2OS	LYP inhibition	GPR55 LPI antagonism	Rac1 GTP hydrolysis	Myeloid diff MLP	Myeloid diff MLP GFP+ MAC1+ %
COCCNC(=S)N/N=C(\C)c1ccc(Cl)c(Cl)c1Cl	1%	4.7	59	-0.1%	3%	-4%	3%	3%	7%	i	0.6
O=C1NC[C@@H](Cc2cccc3ccccc23)N(CCc2cc(C(F)(F)F)cc(C(F)(F)F)c2)C1=O	-4%	7.1	83	-0.8%	14%	-6%	-6%	16%	7%	i	1.8
NC(=O)CC(NC(=O)c1cccc(Br)c1)c1ccc(NC2CCN(Cc3ccccc3)CC2)c([N+](=O)[O-])c1 (configuration not stated)	/	-3.1	84	-1.5%	-4%	4%	-12%	10%	10%	i	1.0
CC(C)CC(C(=O)NCC1CCCO1)N(C(=O)Cn1nnc(-c2ccc(F)cc2)n1)c1ccccc1F (configuration not stated)	4%	2.0	60	-0.1%	0%	-4%	0%	14%	7%	i	3.1
CCn1ncc(N2CCOCC2)c(Cl)c1=O	7%	0.3	86	1.2%	5%	-5%	-6%	3%	-7%	i	0.2
COc1ccc(NC(C)=O)cc1NC(=O)CSc1nnc(-c2cccnc2)n1C	-13%	-1.1	68	1.1%	-4%	11%	-12%	16%	4%	i	0.6
COc1ccc(/C=c2\s/c(=C/C(=O)c3ccc(C)cc3)[nH]c2=O)cc1OC	-12%	-0.7	61	77%*	-10%	8%	7%	7%	1%	i	0.9
C/C(=N\Nc1ccc([N+](=O)[O-])cc1)c1ccc(-n2nncc2C(C)(C)C)cc1	-9%	2.8	81	64%	-1%	-3%	2%	11%	16%	i	0.4
COc1ccc(C(=O)n2cnnc2N)cc1	16%	-2.5	76	3.1%	4%	1%	-2%	-5%	4%	i	1.1
CCc1ccc(C(=O)Nc2nc(C)cs2)s1	8%	4.1	57	-0.2%	1%	-3%	-4%	-6%	4%	i	0.9
CN1CCN(C(=O)c2ccccc2NC(=O)c2ccccc2)CC1	-2%	2.0	73	-1.0%	3%	6%	-7%	11%	4%	/	/
Clc1ccc(-c2nn3cnnc3s2)c(Cl)c1	4%	-0.8	84	-0.5%	0%	10%	-2%	1%	10%	i	0.4
COc1ccc(CNCc2cccc(C)c2)cc1	2%	0.7	64	-1.0%	1%	0%	-12%	7%	25%	i	0.3
CC(C)Cn1c(N2CCN(C(=O)/C=C/c3ccccc3)CC2)nc2ccccc21	0%	0.2	54	-1.5%	-11%	14%	2%	3%	1%	i	0.3
CCN(CC)C(=O)CSc1nc2nc(C)cc(C)c2c(=O)[nH]1	5%	-0.7	50	1.4%	-2%	17%	-3%	-1%	13%	i	1.2
OC(CNC1Cc2ccccc2C1)COc1ccc(F)cc1 (configuration not stated)	2%	-0.3	52	-0.6%	5%	2%	-6%	-9%	-3%	i	0.8
CCN1CCN(c2nc3ccccc3nc2NS(=O)(=O)c2ccc(NC(C)=O)cc2)CC1	9%	-1.1	66	0.5%	-1%	-1%	-14%	3%	/	i	2.3
CSCC(=O)N1CCCC(N2CCN(c3ccc(F)cc3)CC2)C1 (configuration not stated)	4%	-1.6	56	0.3%	3%	-13%	-10%	-2%	16%	i	1.0
CCCS(=O)(=O)N1CCC(C(=O)NCCN2CCC(Cc3ccccc3)CC2)CC1	10%	1.3	35	1.5%	-3%	8%	-11%	15%	10%	i	0.5
CC1=CC2=NC(=O)/C(=C\c3cccn3CCOc3ccc(C)c(C)c3)C(=N)N2O1	11%	3.9	31	-0.6%	-2%	-7%	7%	16%	-2%	i	0.5
Cc1nc(NC(=O)c2ccco2)sc1-c1csc(Nc2ccc(Cl)cc2)n1	-11%	0.5	113	22%	1%	-6%	1%	6%	8%	i	0.7
COc1ccc(-n2cc(CNC(C)c3ccncn3)c(-c3cccc(F)c3)n2)cc1 (configuration not stated)	2%	2.3	57	0.2%	-2%	-3%	-2%	4%	5%	i	0.3
Cc1c(C#N)c2ncn(Cc3ccccc3)c(=O)c2n1-c1ccccc1	-4%	0.2	54	-1.5%	6%	5%	-6%	/	0%	i	0.7
COc1ccccc1OCC(O)Cn1c(Br)nc2c1c(=O)[nH]c(=O)n2C (configuration not stated)	-2%	0.8	51	0.8%	2%	9%	0%	4%	5%	i	0.5
COc1ccc(CNc2ccc(S(N)(=O)=O)cc2)cc1	-3%	-0.3	54	1.5%	3%	7%	1%	-3%	5%	i	0.7
CN(C)CCCN(C(=O)c1cc(-c2cccs2)nc2ccccc12)c1nc2c(F)cccc2s1	6%	5.9	40	-1.1%	1%	6%	-5%	21%	4%	i	0.5
Cc1cc(Cl)ccc1OCC(=O)NC1CCCC1	2%	-0.6	71	-2.0%	-3%	8%	-4%	6%	1%	i	1.1
COc1ccc(Cn2ccnc2SCC(=O)Nc2ccccc2OC)cc1	7%	-0.2	60	0.4%	2%	-1%	-9%	12%	1%	i	1.7
CS(=O)(=O)N(CC(=O)N1CCCCC1)c1ccc2c(c1)OCO2	-1%	1.0	55	0.8%	0%	-1%	2%	-5%	1%	i	1.3
O=C(/C=C/c1cccs1)c1cc(Cl)ccc1O	-4%	5.5	37	-2.2%	5%	-8%	-1%	8%	3%	i	0.5
O=C(Nn1c(=O)[nH]c2ccsc2c1=O)c1ccccc1	-2%	2.1	97	2.0%	1%	1%	0%	7%	3%	i	0.5
Cc1cc(NC(=O)CN2CCCCCCC2)no1	9%	0.0	29	-1.6%	8%	-12%	-10%	5%	18%	i	2.4
CS(=O)(=O)c1ccc(-c2cn3cc(C(=O)O)ccc3n2)cc1	-5%	0.4	49	0.1%	11%	-18%	-22%	-6%	7%	i	0.5
CCN(CC)C(=O)CC(c1ccccc1)c1ccco1 (configuration not stated)	1%	1.2	77	-3.6%	4%	7%	2%	-6%	8%	i	1.1
Cc1nc2sc(C(c3ccccc3)N3CCN(C(=O)c4ccco4)CC3)c(O)n2n1 (configuration not stated)	2%	0.6	51	-2.0%	38%	13%	1%	3%	2%	i	8.4
Cc1cc(N2CCN(C)CC2)nc2ccc(NC(=S)N3CCOCC3)cc12	-4%	-0.8	74	-0.1%	1%	-1%	-6%	17%	16%	i	0.0
Cc1ccc(OCCNC(=O)Cc2ccc(F)cc2)cc1	4%	-0.5	57	0.3%	0%	-5%	6%	-8%	9%	i	0.4
COc1cccc(-c2nnc3n2N=C(C(C)(C)C)CS3)c1	17%	-1.9	84	2.0%	4%	-3%	-8%	-8%	7%	i	0.5
COC(=O)c1cnn(-c2ccc(Cl)cc2)c1/C=N/NC(N)=S	-5%	0.1	51	-1.9%	5%	7%	5%	-5%	5%	i	0.7
NC(=O)C1CCN(C(=O)CC(c2ccccc2)c2ccccc2)CC1	-6%	1.4	61	-0.5%	1%	-7%	-3%	-4%	-5%	i	1.7
Nc1nc(N)c2[nH]c(-c3ccccc3)nc2n1	3%	-1.3	56	-0.9%	-7%	-6%	-8%	-7%	7%	i	0.4
CNS(=O)(=O)c1cc(Br)ccc1S(=O)c1ccccc1C(=O)O (configuration not stated)	-5%	0.0	48	1.8%	3%	1%	-4%	11%	5%	i	0.6
COc1ccc(N(CC(=O)N2CC=C(c3ccccc3)CC2)S(=O)(=O)c2c(C)noc2C)cc1	-3%	4.3	68	0.2%	3%	-2%	-1%	0%	3%	i	4.7
Cc1cc(C(=O)Nc2cccc(C)c2C)c2ccccc2n1	-6%	1.0	64	0.0%	1%	11%	-4%	0%	10%	i	0.2
O=C(NCc1nc2ccccc2[nH]1)C1=C[C@@H](c2csc3ccccc23)C[C@@H](OCCCCO)O1	6%	-0.7	97	13%	1%	-34%	3%	14%	7%	i	0.6
CNc1nc(-c2ccc3c(c2)CCN3C(=O)c2ccccc2F)cs1	7%	/	/	-1.7%	-2%	5%	-1%	0%	?	i	0.3
CCNC(=O)n1cc(-n2cncn2)c(-c2ccccc2)n1	1%	0.4	32	1.4%	-7%	-5%	-9%	-1%	2%	i	1.0
Cc1ccc(-c2nnn(C/C(N)=N/O)n2)cc1	-1%	-1.8	91	-0.5%	3%	-11%	-6%	-7%	1%	i	0.4
Cc1cccc(C(=O)NC2CC3CCCC(C2)N3C(=O)NC2CCCCC2)c1 (configuration not stated)	-6%	-0.4	88	-0.3%	-2%	-9%	-13%	4%	2%	i	1.3
CC1CCN(C(=O)CNC(=O)CNS(=O)(=O)c2ccccc2)CC1	-2%	-0.5	54	1.2%	4%	5%	-6%	3%	5%	i	0.2
CCOc1ccccc1Oc1coc2cc(O)ccc2c1=O	3%	-0.5	37	0.3%	2%	8%	-5%	10%	13%	i	1.2
COCCCN(C(=O)c1cc(-c2ccco2)nc2ccccc12)c1c(N)n(Cc2ccccc2)c(=O)[nH]c1=O	0%	0.7	49	/	/	/	/	/	1%	i	1.3
CCn1cc(C(=O)N2CCN(Cc3ccc4c(c3)OCO4)CC2)c(=O)c2ccc(C)nc21	-9%	0.4	32	0.8%	0%	-5%	0%	9%	5%	i	1.6
O=C(N/N=C\c1ccc(F)cc1)c1ccc(Cn2cc(Br)c([N+](=O)[O-])n2)o1	17%	-2.2	62	-2.0%	-6%	8%	-6%	13%	6%	i	0.5
COc1cc(-c2noc(C)c2C#Cc2ccc(N)cc2)cc(OC)c1OC	-8%	4.1	42	-0.2%	-4%	-3%	-7%	-3%	3%	?	/
